# High-throughput results (PubChem BioAssay)
# RAD54 branch: blocks human RAD54 Holliday junction branch migration | Q92698 | AID 602329 | 0.14% of 360,000 active | FAM/BHQ fluorescence | inhibition, % at 10.4 µM;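 active = mean normalized replicate activity at least 40 and at least half of replicates scoring 40 or more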;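 note: 0% = median of neutral control wells and 100% = median of positive control wells; inhibitors cause a drop in the FAM fluorescence signal; in these data hits start at about 50%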
# Target sequence (Q92698 whole entry, looked up): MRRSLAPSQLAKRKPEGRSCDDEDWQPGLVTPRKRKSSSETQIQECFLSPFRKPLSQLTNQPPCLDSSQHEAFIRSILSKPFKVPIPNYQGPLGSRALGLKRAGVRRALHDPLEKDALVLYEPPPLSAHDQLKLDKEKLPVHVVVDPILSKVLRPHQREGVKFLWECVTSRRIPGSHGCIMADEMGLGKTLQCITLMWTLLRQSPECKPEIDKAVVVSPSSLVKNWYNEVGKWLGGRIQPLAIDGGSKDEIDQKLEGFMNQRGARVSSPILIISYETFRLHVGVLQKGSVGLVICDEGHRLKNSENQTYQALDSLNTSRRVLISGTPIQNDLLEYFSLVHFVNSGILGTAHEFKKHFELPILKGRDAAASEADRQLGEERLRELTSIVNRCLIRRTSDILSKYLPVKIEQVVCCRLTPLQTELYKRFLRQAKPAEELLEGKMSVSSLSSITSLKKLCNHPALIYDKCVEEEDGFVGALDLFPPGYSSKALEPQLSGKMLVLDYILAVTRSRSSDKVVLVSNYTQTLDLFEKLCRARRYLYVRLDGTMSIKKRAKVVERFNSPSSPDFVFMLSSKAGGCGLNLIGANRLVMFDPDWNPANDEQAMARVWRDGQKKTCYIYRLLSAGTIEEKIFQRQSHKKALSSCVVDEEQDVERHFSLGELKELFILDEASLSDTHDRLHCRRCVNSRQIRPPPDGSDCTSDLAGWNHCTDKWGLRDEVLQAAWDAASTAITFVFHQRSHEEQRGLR
# esBAF inh: inhibitors of esBAF chromatin remodeling in mouse ES cells; reporter increase, % at 12.5 µM; 2% of 350,000 active; AID 602393; Bmi1-luciferase knock-in reporter, 24 h; 100% = twice the neutral-well signal; in the data active = activation above about 40%;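 note: 0% = median of the plate's neutral control wells and 100% = double that signal; a rise in the Bmi1 reporter signal indicates esBAF inhibition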
# ARNT-TACC3 inh: disruptors of human ARNT/TACC3 interaction. Q9Y6A5. inhibition, % at 9.99 µM. AlphaScreen His-ARNT PAS-B/GST-TACC3 binding, luminescence; TACC3 fragment carries E629A point mutation. 0.66% of 390,000 active;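 active = mean inhibition of replicates at least 50% and at least half of replicates each reaching 50%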;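 note: 0% = complete ARNT plus TACC3 wells and 100% = ARNT alone without TACC3; many hits fall short of the cut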
# RAD52 inh: inhibitors of human RAD52 DNA annealing; 0.46% of 360,000 active; recombinant RAD52 DNA annealing, FRET fluorescence; inhibition, % at 18.7 µM;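 active = every replicate showing at least 50% inhibition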
# E-selectin induc: E-selectin induction on HUVECs | 0.37% of 260,000 active | HUVEC E-selectin immunofluorescence imaging; normalized: neutral wells 0, TNF-alpha wells 100 | P16581 | activation, % at 7.58 µM;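 active = mean E-selectin-positive cell signal at least 10% of the positive control, reached in at least 60% of replicates, without over 20% cell loss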;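 note: in these data hits start at about 27%; measured in HUVEC primary endothelial cells; signal is the percent of cells scored E-selectin positive by PE staining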
#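 Read-out: % PE-positive cells | Test system: HUVEC | Doses: One compound dose added by pin transfer | Buffer or medium: EGM-2 over gelatin coat | Signal: Immunofluorescence imaging | Benchmarks: TNF-alpha, DMSO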
# ERp5 block: ERp5 (human) disulfide isomerase inhibition | Q15084 | inhibition, % at 9.99 µM | 0.05% of 350,000 active | ERp5 insulin aggregation, absorbance 650 nm, 90 min;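 active = mean replicate inhibition above about 25%, with every replicate also reaching it, limit read from the data, passing the limit was not always enough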
# Casp6 inh: inhibitors of human caspase-6; AID 686996; purified caspase-6, Z-VEID-R110 cleavage fluorescence; P55212; inhibition, % at 12.5 µM; 0.53% of 350,000 active;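 active = mean inhibition across replicates at least about 35%, with every replicate also reaching that limit, limit read from the data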;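 note: 0% = median of neutral control wells and 100% = no fluorescence left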
# Target sequence (P55212 24-179 limits assumed): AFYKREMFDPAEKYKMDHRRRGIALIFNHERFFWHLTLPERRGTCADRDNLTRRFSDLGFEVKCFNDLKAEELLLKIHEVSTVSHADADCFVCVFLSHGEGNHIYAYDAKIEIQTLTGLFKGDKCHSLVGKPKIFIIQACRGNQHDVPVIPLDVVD
# Target sequence (P55212 194-293 limits assumed): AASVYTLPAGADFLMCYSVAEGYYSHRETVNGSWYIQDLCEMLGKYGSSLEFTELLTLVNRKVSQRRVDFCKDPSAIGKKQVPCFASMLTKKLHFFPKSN
# PglD inh: inhibitors of Campylobacter jejuni PglD acetyltransferase; purified PglD enzyme, DTNB colorimetric CoA detection; inhibition, % at 12.5 µM; 0.098% of 360,000 active; in the data active = inhibition above about 16%, passing the limit was not always enough; note: strong numbers were not always called active
# An asterisk follows results filed as active; · = not tested or not shown.
SMILES,RAD54 branch,esBAF inh,ARNT-TACC3 inh,RAD52 inh,E-selectin induc,ERp5 block,Casp6 inh,PglD inh
C[C@@H]1CN([C@@H](C)CO)S(=O)(=O)c2ccc(C#CC(C)(C)O)cc2O[C@H]1CN(C)Cc1ccc(-c2ccccc2)cc1,5,-5,-1,9,-0.1,3,-3,3
CC(C)c1ccc(C2OCC(C)([N+](=O)[O-])CO2)cc1 (centres undefined),-15,31,-2,-10,·,0,2,-5
C[C@@H]1CN([C@@H](C)CO)C(=O)Cc2cc(NS(C)(=O)=O)ccc2O[C@H]1CN(C)S(=O)(=O)c1cn(C)cn1,1,0,14,·,-12,·,·,-1
CCN(c1cccc(C(F)(F)F)c1)S(=O)(=O)c1ccc2c(c1)CCN2C(C)=O,-5,7,-4,·,·,·,·,2
C/C(=N\NC(=O)CNC(=O)c1ccc2c(c1)OCCO2)c1ccco1,·,·,-10,-1,-0.5,-1,2,·
CC(O)CCc1ccc(O)cc1 (centres undefined),·,·,-7,-13,·,4,-3,·
O=C(O)CCC(=O)N1CCC[C@H]1C(=O)O,-7,-2,-8,-12,0.4,-1,1,2
C[C@@H]1CN([C@@H](C)CO)C(=O)c2cc(NC(=O)c3ccccc3)ccc2O[C@@H](C)CCCCO[C@@H]1CN(C)Cc1ccccc1,-14,-1,5,·,·,·,·,3
Cc1nn(C)cc1/C=N/NC(=S)Nc1ccccc1,-7,69*,12,·,-2.1,·,·,6
CC(C)NC(=O)N(C)C[C@@H]1Oc2cc(-c3ccncc3)ccc2S(=O)(=O)N([C@@H](C)CO)C[C@@H]1C,4,3,-6,5,-0.1,-5,1,0
O=C(O)c1ccc(-c2ccc(/C=C3\NC(=O)N(Cc4ccc(Cl)cc4)C3=O)o2)cc1,0,2,2,-59,0.1,20,8,-3
COCCN(C(=O)Nc1ccc(OC)cc1OC)C1CCN(C(C)=O)CC1,5,-14,-16,·,·,·,·,5
COc1cccc(-n2c(SCC(=O)OC(C)C)nnc2-c2cccnc2)c1,·,·,5,-4,·,0,2,·
CC(=O)N(C)C[C@@H]1Oc2cc(C#CC3CCCCC3)ccc2S(=O)(=O)N([C@H](C)CO)C[C@@H]1C,-8,-12,0,8,-2.3,2,1,3
COC1=CC(=O)OC(C)(c2ccccc2)C1 (centres undefined),-5,-6,1,-4,-0.2,5,0,5
O=C(O)CCN1C(=O)c2ccccc2C1=O,1,-5,-6,·,·,·,·,10
C[C@@H]1CN([C@@H](C)CO)C(=O)c2cc(NC(=O)CCC(F)(F)F)ccc2O[C@@H](C)CCCCO[C@H]1CN(C)S(=O)(=O)c1ccccc1,8,-4,-18,-16,0.2,0,0,2
CCOc1ncccc1C(=O)Nc1cccc(S(=O)(=O)N2CCCCC2)c1,-10,2,-9,-1,0.8,3,4,1
O=C(CC1NCCNC1=O)NC1Cc2ccccc2C1 (centres undefined),-7,·,-3,-16,2.1,-6,-5,-7
O=C(NCC1CC1)[C@@H]1[C@@H](CO)[C@@H]2Cn3c(ccc(-c4cccnc4)c3=O)[C@H]1N2Cc1nccs1,3,-4,-11,-2,-0.1,-2,1,-1
CN(C)C(=O)[C@@H]1[C@@H](CO)[C@@H]2Cn3c(ccc(-c4ccc(F)cc4)c3=O)[C@@H]2N1C(=O)c1ccccn1,-30,0,-1,3,0.1,-2,0,2
CCOc1ccc(S(=O)(=O)NCC(=O)NC2CCCCC2)cc1,3,1,-4,-6,0.1,-2,1,4
Cc1ccc(C(=O)COc2cc(C)nc3nncn23)cc1,·,-9,-7,-1,1.0,2,-2,·
COc1ccc(S(=O)(=O)N(C)C[C@H]2Oc3cc(C#CC4CC4)ccc3S(=O)(=O)N([C@@H](C)CO)C[C@H]2C)cc1,4,1,7,4,2.0,-1,0,4
O=C(c1noc2c1CCCC2)N1CCCC(N2CCN(c3ccccc3F)CC2)C1 (centres undefined),1,-2,11,·,·,·,·,0

# esBAF inh: hit marks shown above.
smiles	esBAF inh	ARNT-TACC3 inh	RAD52 inh	ERp5 block	Casp6 inh	PglD inh
Cc1nn(C)cc1/C=N/NC(=S)Nc1ccccc1	69*	12	·	·	·	6

# (further entries)
SMILES,RAD54 branch,esBAF inh,ARNT-TACC3 inh,RAD52 inh,E-selectin induc,ERp5 block,Casp6 inh,PglD inh
COc1ccc(NC(=O)CSc2nnc(N)s2)c([N+](=O)[O-])c1,·,·,2,-10,-2.9,-2,0,·
O=S(=O)(NC1CCCC1)c1cc(F)ccc1F,-2,6,31,-9,-0.7,-2,-4,5
CC(C)CC(=O)Nc1c2c(nn1-c1ccc(F)cc1)CSC2,-4,-2,-36,11,-0.8,-3,-1,-3
COc1ccc(NC(=O)N(C)C[C@H]2Oc3c(NC(=O)C4CCOCC4)cccc3C(=O)N([C@@H](C)CO)C[C@H]2C)cc1,-5,2,3,-1,-0.1,-1,30,-2
Cn1cc(-c2csc(C(O)c3ccc(F)cc3)n2)cn1 (centres undefined),-4,-2,·,3,-2.2,12,1,4
Cn1c(Cl)nc2c1c(=O)n(Cc1cccc(Br)c1)c(=O)n2C,3,15,0,-7,·,0,1,-2
CCc1ccc(-c2nc(CN3CCC(C(=O)NCCc4ccc(OC)c(OC)c4)CC3)c(C)o2)cc1,-10,6,-3,·,·,·,·,2
CCCN1CCC(NC(=O)Nc2ccc(OC)c(OC)c2)CC1,-5,4,5,·,·,·,·,5
COc1ccccc1C1=NN(C(=S)Nc2ccccc2)C(c2ccco2)C1 (centres undefined),5,56*,2,·,·,·,·,0
COC(=O)c1cc(OC)c(OC)cc1-n1cnc2cc(OC)c(OC)cc2c1=O,-10,-7,-3,·,·,·,·,4
Cc1ccc(-c2ccc([C@H]3[C@@H]4C=CCC[C@@]4(C)C(=O)N3Cc3ccccc3)c(F)c2)cc1,0,2,-4,-22,0.2,1,-2,-8
Cc1ccc(SCC(=O)N=C2NC(=O)CS2)cc1,2,-9,-12,-69,-2.5,0,-1,-1
COc1ccc(CN(C)C[C@H]2Oc3ccc(NC(=O)CCN4CCOCC4)cc3C(=O)N([C@@H](C)CO)C[C@H]2C)cc1,-18,-7,-3,9,2.6,-3,0,2
CCCNC(=O)NC[C@H]1[C@@H](c2ccc(C3=CCCC3)cc2)[C@@H](CO)N1C(=O)CC,7,2,1,-21,0.0,0,0,0
CC1CC(C)CN(C(=O)c2ccc(S(=O)(=O)N3CC(C)CC(C)C3)cc2)C1 (centres undefined),-1,-4,6,8,0.1,0,5,4
C[C@@H]1CN([C@H](C)CO)C(=O)c2cc(NS(C)(=O)=O)ccc2O[C@@H](C)CCCCO[C@H]1CN(C)Cc1ccc(C(=O)O)cc1,-1,-1,-6,-13,-0.2,-3,1,1
Cc1cccc(C(=O)NNc2ncnc3c2cnn3C)c1,·,·,4,-27,0.5,0,3,·
C/C=C/c1cnc2c(c1)C(=O)N([C@@H](C)CO)C[C@H](C)[C@@H](CN(C)C(=O)Nc1ccccc1F)O2,5,4,-6,-9,0.0,0,0,-1
COc1ccc(NC(=O)CSc2ccccc2)c(OC)c1,-6,56*,1,·,·,·,·,1
O=C(N[C@@H]1CC[C@H](CCNS(=O)(=O)c2ccc(Cl)cc2)O[C@@H]1CO)c1ccccn1,0,0,3,-6,-0.2,-4,0,-6
Cc1cccc(/C=N/NC(=O)c2ccc(F)cc2)n1,-8,40,9,-1,-0.1,0,7,-2
CC(/C=C/C1(O)C(C)CC(O)CC1(C)C)OC1OC(CO)C(O)C(O)C1O (centres undefined),12,9,-23,-7,·,-2,9,0
O=c1c2ccccc2c2ccccc2c(=O)n1Nc1ccccc1,4,7,·,8,-0.7,-3,-1,-1
COc1ccc([C@@H]2CC(=O)c3c(O)cc(O[C@@H]4OC(CO[C@@H]5OC(C)[C@H](O)[C@@H](O)[C@H]5O)[C@@H](O)[C@H](O)[C@H]4O)cc3O2)cc1O (some centres undefined),-11,-7,·,0,·,6,5,-2
CC(=O)Nc1ccc(C(=O)N/C(=C/c2ccccc2)C(=O)NCc2ccco2)cc1,-3,-7,-2,-9,·,0,6,10

# The list goes on:
SMILES,RAD54 branch,esBAF inh,ARNT-TACC3 inh,RAD52 inh,E-selectin induc,ERp5 block,Casp6 inh,PglD inh
Cc1cccc(NC(=O)CCS(=O)(=O)c2cc3c(cc2Cl)NC(=O)CO3)c1,11,-2,-8,-13,·,2,2,-1
Cc1noc(C)c1NC(=O)N(C)C[C@@H]1Oc2c(cccc2N(C)C)C(=O)N([C@H](C)CO)C[C@H]1C,-12,-2,-2,5,0.2,-3,4,3
COc1ccc(NC(=O)Nc2ccc3c(c2)CC(=O)N([C@@H](C)CO)C[C@@H](C)[C@H](CN(C)Cc2ccccc2)O3)cc1,0,0,1,4,0.0,-3,7,3
CCC(C)c1ccc(NC(=S)NCc2ccccc2OC)cc1 (centres undefined),·,·,-3,-20,7.3,4,1,·
CCn1c(=O)c2cc(C(=O)NC(C)C)sc2c2ccccc21,7,·,-7,-1,·,-1,2,2
COc1ccc(-c2ccc([C@H]3[C@H](CO)N4CCCCN(C(=O)c5ccc(F)cc5)C[C@@H]34)cc2)cc1,0,·,5,-30,0.0,0,-3,5
S=C1NCN(Cc2ccco2)CN1c1ccccc1,·,·,-1,-10,·,3,0,·
Cc1cccc(-n2cnc(C(=O)NC3CCCCCC3)c2)n1,1,68*,-8,·,·,·,·,3
CCCCN1C(=O)NC(NC(=O)c2ccco2)(C(F)(F)F)C1=O (centres undefined),-4,5,-8,·,·,·,·,0
Cc1ccc(C)c(C(=O)CCC(=O)O)c1,-13,1,-4,-5,0.1,1,-1,10
C[C@H](CO)N1C[C@H](C)[C@@H](CN(C)C(=O)Nc2ccc(F)cc2)Oc2ccc(NC(=O)Nc3cccc4ccccc34)cc2C1=O,-1,3,14,-7,0.1,0,2,1
COc1ccc(C2CC(C(C)(C)C)=NN2c2ccc(S(N)(=O)=O)cc2)cc1 (centres undefined),-6,1,5,5,-0.2,0,4,4
Cc1cc(C)n(NC(=S)NC2CCCCC2)c(=O)c1C#N,·,-2,3,-10,-0.5,0,-1,·
NNC(=O)c1oc2ccccc2c1-n1cccc1,-10,-2,23,-15,·,2,-5,-1
COCC(=O)N(C)C[C@H]1Oc2ncc(C#CCC3CCCC3)cc2C(=O)N([C@@H](C)CO)C[C@@H]1C,10,-22,4,-11,-0.2,-6,-2,-2
COC(=O)C[C@H]1C[C@@H]2c3cc(NC(=O)c4ccc5c(c4)OCO5)ccc3O[C@@H]2[C@@H](CO)O1,-10,1,·,5,0.3,-3,1,-4
CCCCCCC1CCC(C(=O)NC(CCSC)C(=O)NC(C(=O)OC)C(C)C)CC1 (centres undefined),13,-5,-12,·,·,·,·,1
CC1CCN(c2ccccc2NC(=S)NC(=O)C(C)(C)C)CC1,·,·,-1,-4,·,2,0,·
COc1cccc(-c2ccccc2C2=CC(=O)CC(C)(C)C2=O)c1,-11,9,·,-22,2.5,1,-3,-9
CCOCCCn1c(=S)[nH]c2cc(C(=O)N3CCC(C(N)=O)CC3)ccc2c1=O,6,-17,-4,·,-1.0,·,·,0
O=[N+]([O-])c1ccc(C2NS(=O)(=O)N=C3CCCCCN32)cc1 (centres undefined),-12,-3,-15,-3,5.0,0,-1,-2

# 5 structures already listed, sorted by molecular weight, ascending:
SMILES,RAD54 branch,esBAF inh,ARNT-TACC3 inh,RAD52 inh,E-selectin induc,ERp5 block,Casp6 inh,PglD inh
S=C1NCN(Cc2ccco2)CN1c1ccccc1,·,·,-1,-10,·,3,0,·
Cc1cccc(-n2cnc(C(=O)NC3CCCCCC3)c2)n1,1,68*,-8,·,·,·,·,3
CCC(C)c1ccc(NC(=S)NCc2ccccc2OC)cc1 (centres undefined),·,·,-3,-20,7.3,4,1,·
CCCCN1C(=O)NC(NC(=O)c2ccco2)(C(F)(F)F)C1=O (centres undefined),-4,5,-8,·,·,·,·,0
CCOCCCn1c(=S)[nH]c2cc(C(=O)N3CCC(C(N)=O)CC3)ccc2c1=O,6,-17,-4,·,-1.0,·,·,0
